# Compound activity deposited in PubChem by several laboratories.
# NR2E3 ag-1 – human photoreceptor-specific nuclear receptor agonism | Q9Y5X4 | CHO-S Gal4-NCOR/VP16-NR2E3 two-hybrid, luciferase | inhibition of corepressor binding, % at 3.98 µM | 360,000 tested, 0.35% active | AID 602229;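 active = inhibition above the mean of all tested compounds plus 3 SD, cut at about 70% in these data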;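 also: 0% = DMSO with NR2E3 transfected cells and 100% = cells lacking NR2E3 construct; higher means lower luciferase signal from less NR2E3 corepressor binding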
# Target sequence (Q9Y5X4 whole entry, looked up, the tested form may be a part): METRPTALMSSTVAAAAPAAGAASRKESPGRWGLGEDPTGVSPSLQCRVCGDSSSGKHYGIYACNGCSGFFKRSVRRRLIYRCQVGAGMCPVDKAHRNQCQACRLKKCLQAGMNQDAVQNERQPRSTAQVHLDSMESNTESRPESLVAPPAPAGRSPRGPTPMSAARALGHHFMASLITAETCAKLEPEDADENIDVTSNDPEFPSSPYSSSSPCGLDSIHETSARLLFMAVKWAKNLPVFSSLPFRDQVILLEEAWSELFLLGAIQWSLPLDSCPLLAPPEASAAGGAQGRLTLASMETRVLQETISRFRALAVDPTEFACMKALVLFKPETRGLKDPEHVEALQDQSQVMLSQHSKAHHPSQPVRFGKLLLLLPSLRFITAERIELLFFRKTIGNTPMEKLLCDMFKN
# CF NFkB inh – blocks PAF-induced NF-kB reporter in cystic fibrosis cells; inhibition, % at 5 µM; KKLEB NF-kB-GFP reporter, GFP fluorescence overnight; 360,000 tested, 0.86% active;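 active = at least 50% inhibition at 5 µM, scaled per plate between neutral and stimulator controls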;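 also: PAF is a Pseudomonas aeruginosa culture filtrate used as stimulus; plate controls were PAF-stimulated DMSO wells for no effect and unstimulated DMSO wells for full effect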
# Vif inh – blocks HIV Vif function. AID 602346. inhibition, % at 7.49 µM. 340,000 tested, 0.35% active. HEK293T cells, Vif self-association by quenched fluorescence, imaging, 24 h; in the data active = inhibition above about 50%, passing the limit was not always enough; also: some results filed as inactive read as strong as hits
# PDI turbidity – PDI (human) enzyme inhibition; AID 588391; inhibition, % at 10 µM; PDI insulin aggregation turbidity, A650, 90 min; P07237; 350,000 tested, 0.052% active;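 active = mean inhibition across replicates of 30% or more, whatever share of single replicates reach that level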;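 also: absorbance from insulin aggregation driven by PDI reduction with DTT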
# Target sequence (P07237 whole entry, looked up): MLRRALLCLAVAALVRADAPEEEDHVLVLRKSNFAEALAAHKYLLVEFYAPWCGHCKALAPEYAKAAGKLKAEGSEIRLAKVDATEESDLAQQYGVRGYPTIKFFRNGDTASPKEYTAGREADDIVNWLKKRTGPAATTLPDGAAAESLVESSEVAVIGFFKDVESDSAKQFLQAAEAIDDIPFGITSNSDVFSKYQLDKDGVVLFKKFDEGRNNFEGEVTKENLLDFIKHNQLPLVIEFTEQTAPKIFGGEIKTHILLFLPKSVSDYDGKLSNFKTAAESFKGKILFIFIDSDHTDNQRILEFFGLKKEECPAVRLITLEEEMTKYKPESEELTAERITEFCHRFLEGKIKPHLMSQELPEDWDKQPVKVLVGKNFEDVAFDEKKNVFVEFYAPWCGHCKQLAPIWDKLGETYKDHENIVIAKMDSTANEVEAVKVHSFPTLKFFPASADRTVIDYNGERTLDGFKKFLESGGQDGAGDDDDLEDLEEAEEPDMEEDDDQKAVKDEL
# NR2E3 ag-2 – agonists of human nuclear receptor NR2E3. Q9Y5X4. GST-NR2E3/biotin-RetCOR TR-FRET, 1536-well. inhibition of corepressor binding, % at 4.78 µM. 320,000 tested, 0.12% active. AID 2300;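 active = percent inhibition above the cutoff of mean plus 3 SD of all tested compounds, set per screening campaign, cut at about 20% in these data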;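 also: 0% = DMSO wells and 100% = biotin wells as full block of FRET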
#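 Assay system: NR2E3–RetCOR corepressor complex. Quantity: 1.35 nM GST-NR2E3. Buffer or medium: pH 7.5 Tris-based buffer. Reagent: biotinylated RetCOR corepressor at 7 nM final. Schedule: 5 h at 4 °C. Detection: TR-FRET, emission read at 617 and 671 nm. Replicates: one well per compound, singlicate testing.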
# Peg3 prom inh – Peg3 promoter activity inhibition. HeLa PEG-Prom luciferase reporter, luminescence, overnight. 360,000 tested, 1.7% active. inhibition, % at 20 µM. AID 588405;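 active = inhibition of at least 50% at 20 µM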
# HIF-2a inh – inhibitors of HIF-2a | 786-0 RCC cells HIF-2a reporter, luciferase luminescence, overnight | inhibition, % at 18.8 µM | 360,000 tested, 0.72% active | AID 624352;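 active = inhibition of the luminescence signal of 40% or more relative to plate controls, in a single-dose primary screen at 18.75 µM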
# KKLEB tox – counter-screen for CF NF-kB inhibitors: cytotoxicity | AID 602141 | KKLEB CF airway cells viability, ATPlite luminescence, overnight; hits give low values; cells stimulated with P. aeruginosa culture filtrate | activity change (cytotoxicity), % at 5 µM | 360,000 tested, 0.36% active;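 active = corrected activity change at or below -50% at 5 µM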
# MITF TRPM1 inh – MITF TRPM1 promoter inhibition in SK-MEL-5 cells. SK-MEL-5 TRPM1 promoter luciferase, 24 h. inhibition, % at 12.5 µM. 330,000 tested, 0.83% active;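 active = mean inhibition across replicates of 60% or more, whatever share of single replicates reaches that level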; also: values of inactives mirror those of a sister screen read the other way
# Shn3 3UTR inh – inhibitors of Schnurri-3 3'UTR reporter in osteoblasts | inhibition, % at 12.5 µM | 360,000 tested, 0.52% active | AID 588674 | Clone20 osteoblast Shn3 3'UTR firefly luciferase, 24 h;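 active = mean inhibition of at least 75% with every replicate also reaching 75%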;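 also: 0% = median of neutral control wells and 100% = pilot-screen positive control compound; some compounds past the cut are filed as inactive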
# CaV13 ICDI inh – Disruptors of the CACNA1D IQ motif to Ca2+-dependent inactivation inhibitor domain association, primary screening, Förster resonance energy transfer in intact living …. HEK cells, CFP/YFP FRET ICDI-IQ, plate reader, 10 min; percent FRET-ratio fall versus neutral wells. inhibition, % at 12.3 µM. 340,000 tested, 0.098% active. AID 743397;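 active = mean replicate inhibition of at least 30% and at least 1% of replicates passing that level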;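 also: 0% = median of the neutral control wells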
# * hit, by the source's call; · = no result given; & = joins results of further samples.
SMILES,NR2E3 ag-1,CF NFkB inh,Vif inh,PDI turbidity,NR2E3 ag-2,Peg3 prom inh,HIF-2a inh,KKLEB tox,MITF TRPM1 inh,Shn3 3UTR inh,CaV13 ICDI inh
N#C/C(=C\c1ccc(O)c(O)c1)C(=O)NCc1ccccc1,-10,1,-5,-1,3,-8,-34,6,-4,4,-7
O=C(CCn1c(=O)c2cccn2c2ccc(F)cc21)NCc1cccc(F)c1,-25,8,15,1,-2,32,-1,0,-10,17,-4
CN(C(=O)c1ccccc1)C1c2c(ccc3ccccc23)OCC1CO (stereo unspecified),-31,16,-11,7,3,6,14,-14,·,7,-4
O=C(Nc1nccs1)c1cccc(NC(=O)C2CC2)c1,-28,-10,-4,-1,2,-25,-36,9,4,-2,-4
O=C(NC(=S)N1CCc2ccccc21)C1CCC1,-29,-16,13,0,-2,2,-20,6,4,3,0
Cc1cc(NS(=O)(=O)c2ccc(NC(=O)C(C(C)C)N3C(=O)c4ccccc4C3=O)cc2)nc(C)n1 (stereo unspecified),9,17,4,0,0,0,11,-13,1,-9,-5
Cc1ccc2cc(CCNC(=O)CCCc3ccccc3)c(=O)[nH]c2c1,-7,-13,-24,2,-1,17,14,6,7,-20,-15
COc1ccc(NC(=O)CCS(=O)(=O)c2ccc3c(c2)NC(=O)C(C)S3)cc1OC (stereo unspecified),30,-5,0,-5,0,-3,9,1,0,-1,-11
CC(=O)NC(CC(=O)NNC(=O)c1cc2ccccc2cc1O)c1ccccc1 (stereo unspecified),-16,-12,11,6,3,12,15,8,13,-10,-7
O=C(c1ccc2nc(-c3ccco3)c(-c3ccco3)nc2c1)N1CCN(c2ccccc2)CC1,-19,5,-5,-6,4,29,-18,-7,0,0,-8
CN(CC(=O)Nc1ccc(S(=O)(=O)N2CCCC2)cc1)Cc1ccc(Cl)cc1Cl,-23,2,-7,-2,0,25,12,5,8,25,-18
CCOC(=O)c1[nH]cnc1C(=O)Nc1ccc([N+](=O)[O-])cc1,-17,-6,14,5,4,-1,5,4,-4,12,-4
C[C@H](CO)N1C[C@H](C)[C@@H](CN(C)Cc2ccncc2)Oc2c(cccc2N(C)C)C1=O,-25,-54,1,7,·,5,12,10,7,13,-10
O=C(CSc1nc2c(sc3ccccc32)c(=O)n1CCCN1CCCC1)NCC1CCCO1 (stereo unspecified),-4,-19,4,2,0,4,7,0,-4,3,-4
Cc1cc(C)n2c(SCC(=O)N3CCN(S(=O)(=O)c4ccc(Cl)cc4)CC3)nnc2n1,4,-6,-3,-1,2,-3,9,2,6,-7,·
CC1(C)CC(=O)C=C(NCCc2ccccc2)C1,0,11,3,-1,-1,-8,-6,3,-1,7,-6
Cc1cc(C)c(CN2CCC(CO)(CCOc3ccccc3)CC2)cc1C,15,-1,0,8,1,20,-1,-10,-5,-6,-1
CS(=O)(=O)c1ccc(Nc2nc(C(N)Cc3ccccc3)cs2)cc1 (stereo unspecified),24,6,6,2,·,21,8,-4,·,10,-5
COc1ccc(S(=O)(=O)Nc2cccc(-c3ccc4nncn4n3)c2)cc1F,-7,16,0,0,0,22,12,-40,7,21,2
COc1cccc(/C=C(\C)C(=O)c2c(C)cc(C)[nH]c2=O)c1OC,1,-2,-6,-3,-2,15,11,-28,8,-17,-4

# 12 compounds from above, sorted by SMILES length, lowest first:
SMILES,NR2E3 ag-1,CF NFkB inh,Vif inh,PDI turbidity,NR2E3 ag-2,Peg3 prom inh,HIF-2a inh,KKLEB tox,MITF TRPM1 inh,Shn3 3UTR inh,CaV13 ICDI inh
CC1(C)CC(=O)C=C(NCCc2ccccc2)C1,0,11,3,-1,-1,-8,-6,3,-1,7,-6
N#C/C(=C\c1ccc(O)c(O)c1)C(=O)NCc1ccccc1,-10,1,-5,-1,3,-8,-34,6,-4,4,-7
CN(C(=O)c1ccccc1)C1c2c(ccc3ccccc23)OCC1CO (stereo unspecified),-31,16,-11,7,3,6,14,-14,·,7,-4
CS(=O)(=O)c1ccc(Nc2nc(C(N)Cc3ccccc3)cs2)cc1 (stereo unspecified),24,6,6,2,·,21,8,-4,·,10,-5
CC(=O)NC(CC(=O)NNC(=O)c1cc2ccccc2cc1O)c1ccccc1 (stereo unspecified),-16,-12,11,6,3,12,15,8,13,-10,-7
COc1ccc(S(=O)(=O)Nc2cccc(-c3ccc4nncn4n3)c2)cc1F,-7,16,0,0,0,22,12,-40,7,21,2
O=C(CSc1nc2c(sc3ccccc32)c(=O)n1CCCN1CCCC1)NCC1CCCO1 (stereo unspecified),-4,-19,4,2,0,4,7,0,-4,3,-4
CN(CC(=O)Nc1ccc(S(=O)(=O)N2CCCC2)cc1)Cc1ccc(Cl)cc1Cl,-23,2,-7,-2,0,25,12,5,8,25,-18
COc1ccc(NC(=O)CCS(=O)(=O)c2ccc3c(c2)NC(=O)C(C)S3)cc1OC (stereo unspecified),30,-5,0,-5,0,-3,9,1,0,-1,-11
O=C(c1ccc2nc(-c3ccco3)c(-c3ccco3)nc2c1)N1CCN(c2ccccc2)CC1,-19,5,-5,-6,4,29,-18,-7,0,0,-8
C[C@H](CO)N1C[C@H](C)[C@@H](CN(C)Cc2ccncc2)Oc2c(cccc2N(C)C)C1=O,-25,-54,1,7,·,5,12,10,7,13,-10
Cc1cc(NS(=O)(=O)c2ccc(NC(=O)C(C(C)C)N3C(=O)c4ccccc4C3=O)cc2)nc(C)n1 (stereo unspecified),9,17,4,0,0,0,11,-13,1,-9,-5

# Later entries:
SMILES,NR2E3 ag-1,CF NFkB inh,Vif inh,PDI turbidity,NR2E3 ag-2,Peg3 prom inh,HIF-2a inh,KKLEB tox,MITF TRPM1 inh,Shn3 3UTR inh,CaV13 ICDI inh
CN1C(=O)[C@H]2[C@@H](/C=C/c3ccccc3)N3C(=O)CN(Cc4ccccc4)C(=O)[C@@]3(C)[C@H]2C1=O,-11,14,-1,-9,5,-8,9,-17,1,3,-11
O=c1nc(/C=C/c2ccccc2C(F)(F)F)cc(C(F)(F)F)[nH]1,-3,3,-4,-8,1,42,25,7,-9,5,-27
COc1ccc(Br)cc1/C=N/n1c(-c2ccccc2)n[nH]c1=S,-8,-4,-3,0,-1,21,11,8,10,-31,-6
Cc1c(NC(=S)N2CCN(c3cccc(Cl)c3)CC2)c(=O)n(-c2ccccc2)n1C,-19,14,-11,3,-2,8,8,-10,-3,-6,-3
COc1ccc(S(=O)(=O)N2CCCCCC2)cc1C(=O)OCC(=O)NCC(C)C,14,-8,0,-7,2,14,17,4,4,-9,-2
C=CCc1ccccc1OCC(O)CN1CCN(Cc2ccc3c(c2)OCO3)CC1 (stereo unspecified),-13&-4,-6&35,-4&2,2&11,0&-3,1&9,-3&12,3&0,4&8,16&12,-2&-5
O=S1(=O)N=C(c2ccccc2)C=C(c2ccccc2)N1,-4,14,7,5,·,-6,-2,11,-9,0,-5
COCC(=O)Nc1nnc(SCC(=O)NCc2cccs2)s1,-4,1,4,2,1,10,22,5,5,2,-4
COCC(=O)N1C[C@H]2CON(C)[C@H]2C[C@H]1c1ccc(N2CCCCC2)cc1,-19,4,5,·,·,9,12,-8,·,15,-6
CCOc1ccc(S(=O)(=O)N(C)c2ccc(OCC(=O)Nc3nc(-c4cc(OC)ccc4OC)cs3)cc2)cc1,14,-2,-2,-29,2,10,7,5,-14,-5,-5
O=C(CN1CCOCC1)N/N=C/c1ccccc1,-2,-25,6,12,-4,15,12,1,7,-8,-6
CCCCc1ccc(NC(=S)NCc2ccccc2OC)cc1,-27,-1,-1,-3,0,8,12,1,3,-27,-1
CCNC(=S)N1CCN(C(c2ccccc2)c2ccccc2)CC1,9,5,-5,1,-1,8,11,-2,1,-4,-6
CCOc1ccc(N=Nc2c(N)[nH][nH]c2=O)cc1,-47,17,-3,3,-9,-152,-157,-8,-34,-46,-14
Cc1cc(C(=O)N/N=C/c2c(C)[nH]c3ccccc23)n[nH]1,-17,-26,-2,-1,-2,-3,-16,-2,3,-12,-16
O=[N+]([O-])c1ccc(Cc2ccc([N+](=O)[O-])cc2)cc1,-3,-6,7,-2,·,18,-13,-25,0,-2,-21
COc1cccc(NC(=O)CCCCCN2C(=O)[C@@H]3Cc4ccccc4CN3C2=O)c1,-22,-18,0,5,4,1,-4,7,8,14,-7
CCOC(=O)CSc1n[nH]c(NC(=O)NC(C)C)n1,-1,14,5,-12,1,-4,15,-6,2,-17,6
CCC(=O)Nc1cccc(C2=NOC3(C2)C[C@@H](C(N)=O)N(C(=O)C(c2ccccc2)c2ccccc2)C3)c1 (stereo partly specified),-14,-5,-24,-3,0,1,-3,2,4,-12,-9
O=C(CNC(=O)c1ccccc1Br)N/N=C/c1cccnc1,-14,-11,1,-11,4,-8,5,14,-8,0,-4
CCc1cccc(NC(=O)CSCc2nc3sc(C)c(C)c3c(=O)[nH]2)c1,-22,-6,11,6,-1,-5,21,11,4,-23,-7
COc1ccc(Cl)cc1NC(=S)NCCc1ccc(F)cc1,-6,14,3,-2,·,-4,-2,-9,-2,5,·
Cc1ccccc1OCc1nc(-c2ccccc2)no1,-78,-33,0,1,3,-286,-232,5,-92,-69,-4
CCn1c(O)c(N=NC(=O)CNC(=O)c2ccccc2F)c2ccccc21,-18,29,-3,3,-1,18,-6,-13,10,4,-5
OC(c1cc(F)cc(Cl)c1)c1ncc(-c2ccc3ccccc3c2)[nH]1 (stereo unspecified),22,14,-3,-3,·,-13,-44,-7,·,-1,-12
O=C(Cn1nc(Cc2cccnc2)c2ccccc2c1=O)Nc1ccc2c(c1)OCO2,27,16,10,·,0,8,4,11,·,5,-5
O=c1c2ccccc2nc(SCc2ccccc2Cl)n1Cc1ccccc1,-29,13,4,14,-3,29,7,-36,1,16,-3
COc1ccc(S(=O)(=O)Nc2ccccc2-c2nc3ccccc3[nH]c2=O)cc1,-24,-1,21,0,4,31,1,-1,12,-9,-18
COc1cc(/C=C(\NC(=O)c2ccccc2)C(=O)NC(C(=O)O)c2ccccc2)cc(OC)c1OC (stereo unspecified),-19,-12,-7,·,5,-3,2,-13,0,37,·
CC1CN(C(=O)CCC(=O)N2CCN(c3cccc(C(F)(F)F)c3)CC2)c2ccccc2O1 (stereo unspecified),19,15,-5,-1,0,22,16,6,-6,16,-7
